VLA-4 inh: inhibition in a human VLA-4 binding assay; VLA-4 expressing cells, ligand binding flow cytometry; P13612; actives 0.2% (n = 330,000); inhibition, % (about 7 µM as worked out from the volumes in the protocol); in the data active = inhibition above about 50%
GRK2 inh: blocks RNA aptamer binding to human GRK2; inhibition of aptamer binding, % at 10 µM; bead flow cytometry, FAM-aptamer displacement from GRK2; actives 0.59% (n = 330,000); P25098;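 active = inhibition of aptamer binding above 40%, roughly 3 SD of noise, on plates passing a quality check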;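 note: median bead fluorescence of bound FAM aptamer so fluorescent compounds give negative values; no value below 0 was filed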
MCL1 BIM primary: inhibitors of human MCL1 binding to BIM-BH3 peptide; GST-MCL1 / FITC-Bim-BH3 fluorescence polarization; inhibition, % at 10.9 µM; actives 0.68% (n = 320,000);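 active = inhibition above the mean inhibition of all tested compounds plus 3 SD, set per campaign, cut at about 40% in these data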;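 note: 0% = DMSO wells and 100% = unlabeled Bim-BH3 peptide control; higher means more loss of mP so more displacement of Bim peptide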
Target sequence (Q07820 whole entry, looked up): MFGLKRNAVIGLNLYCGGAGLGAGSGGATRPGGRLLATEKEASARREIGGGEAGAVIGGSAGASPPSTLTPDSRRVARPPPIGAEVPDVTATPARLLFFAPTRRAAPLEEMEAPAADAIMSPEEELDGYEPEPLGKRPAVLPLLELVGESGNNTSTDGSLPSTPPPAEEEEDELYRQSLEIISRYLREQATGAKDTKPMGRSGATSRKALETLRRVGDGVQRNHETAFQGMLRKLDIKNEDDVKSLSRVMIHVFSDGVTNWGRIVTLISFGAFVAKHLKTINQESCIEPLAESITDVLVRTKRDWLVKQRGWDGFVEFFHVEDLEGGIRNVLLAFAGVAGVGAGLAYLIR
MEX-5 binding: C. elegans MEX-5 TCR-2 RNA binding activity | Q9XUB2 | MEX-5/FITC-TCR2 RNA binding, fluorescence polarization; stronger effect = lower value | activity score (negative = inhibition of binding), % at 10 µM | actives 0.38% (n = 300,000);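 active = inhibition past about -25% in most replicates, and total fluorescence under double the plate's negative control median, limit read from the data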;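 note: 0% = DMSO and -100% = 5 µM competing unlabeled TCR2 RNA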
Target sequence (Q9XUB2 whole entry, looked up): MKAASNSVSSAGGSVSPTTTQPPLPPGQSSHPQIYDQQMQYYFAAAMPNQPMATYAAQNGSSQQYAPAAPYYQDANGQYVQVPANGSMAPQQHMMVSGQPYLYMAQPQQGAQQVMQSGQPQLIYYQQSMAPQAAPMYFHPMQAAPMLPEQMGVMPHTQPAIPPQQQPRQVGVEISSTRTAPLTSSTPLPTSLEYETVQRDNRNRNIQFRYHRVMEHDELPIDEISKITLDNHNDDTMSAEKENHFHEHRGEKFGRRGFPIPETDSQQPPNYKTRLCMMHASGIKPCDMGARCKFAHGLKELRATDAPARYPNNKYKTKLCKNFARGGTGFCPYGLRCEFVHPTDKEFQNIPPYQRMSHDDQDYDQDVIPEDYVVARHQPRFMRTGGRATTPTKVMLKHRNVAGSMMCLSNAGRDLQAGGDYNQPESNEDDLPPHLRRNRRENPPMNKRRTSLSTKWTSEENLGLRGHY
GLD-1 TGE inh: GLD-1-TGE RNA interaction inhibition (C. elegans). actives 0.44% (n = 320,000). inhibition, % at 5.96 µM. purified GLD-1 + fluorescein TGE RNA, fluorescence polarization. AID 2280. Q17339;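 active = percent inhibition above a per-plate cutoff, the plate mean of test compounds plus 3 SD, cut at about 30% in these data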;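 note: 0% = DMSO wells with GLD-1 and probe and 100% = wells lacking GLD-1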
Bcl-xL primary: blocks human Bcl-xL binding to Bim BH3 peptide; Q07817; GST-Bcl-xL / FITC-Bim BH3 peptide fluorescence polarization; inhibition, % at 10.9 µM; actives 0.7% (n = 320,000); AID 2129;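 active = inhibition above the mean of all tested compounds plus 3 SD, cutoff set per campaign, cut at about 30% in these data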;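 note: 0% = DMSO wells and 100% = unlabeled Bim-BH3 peptide competitor; inhibitors lower millipolarization by displacing the labeled peptide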
Target sequence (Q07817 whole entry, looked up): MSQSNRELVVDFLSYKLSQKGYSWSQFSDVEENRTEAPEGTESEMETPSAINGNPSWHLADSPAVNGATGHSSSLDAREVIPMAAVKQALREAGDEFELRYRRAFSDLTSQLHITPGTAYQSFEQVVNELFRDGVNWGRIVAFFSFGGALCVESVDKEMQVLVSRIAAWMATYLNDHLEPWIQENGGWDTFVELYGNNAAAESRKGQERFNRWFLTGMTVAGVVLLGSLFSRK
Fam108B counter: blocks mouse Fam108B hydrolase in RBBP9 counter-screen. recombinant Fam108B, FP-Rh probe fluorescence polarization. inhibition, % at 9.51 µM. actives 0.33% (n = 300,000). AID 1947;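 active = inhibition above the screen mean inhibition plus 3 SD, computed separately per campaign, cut at about 18% in these data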;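 note: inhibitors lower polarization as less probe binds the enzyme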
CIT2-GFP yeast: modulators of TOR pathway CIT2-GFP in S. cerevisiae. S. cerevisiae CIT2-GFP strain, flow cytometry, 3 h; 100 means same as DMSO wells. GFP response vs DMSO, % at 10 µM. actives 0.065% (n = 320,000);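 active = GFP response relative to DMSO above a set limit, near the screen mean plus 3 SD, cut at about 150% in these data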;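 note: ratio of well median GFP fluorescence to mean of DMSO wells on the plate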
AGP1-GFP MLPCN: yeast TOR pathway AGP1-GFP modulation; actives 0.02% (n = 320,000); GFP response vs DMSO, % at 10 µM; S. cerevisiae AGP1-GFP multiplex flow cytometry, 3 h; GFP as percent of DMSO wells;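 active = GFP response relative to DMSO above a set limit, near screen average plus 3 SD, cut at about 150% in these data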;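 note: median GFP channel fluorescence of the gated AGP1 strain per well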
Starred values were filed as active, the others as inactive.

Results for CCOCCCNC(=O)C1CCCCN1S(=O)(=O)c1ccc(F)cc1 (stereo unspecified) ?
VLA-4 inh: -4; GRK2 inh: 1; MCL1 BIM primary: 12; MEX-5 binding: 0.4; GLD-1 TGE inh: 1; Bcl-xL primary: 8; Fam108B counter: 0; CIT2-GFP yeast: 110; AGP1-GFP MLPCN: 103

Results for CCOc1cc(N2CCOCC2)c(OCC)cc1NC(=O)CSc1nccc(C)n1 ?
VLA-4 inh: 2; GRK2 inh: 2; MCL1 BIM primary: 7; MEX-5 binding: 1.1; GLD-1 TGE inh: -2; Bcl-xL primary: 6; Fam108B counter: -2; CIT2-GFP yeast: 103; AGP1-GFP MLPCN: 101

How did CC(C)[C@H](CN1CCC[C@H]1CN1C(N)=NC[C@@H]1Cc1ccccc1)N1C[C@@H](Cc2ccccc2)N(CCc2ccc(Cl)c(Cl)c2)C1=N do in these assays?
VLA-4 inh: -4; GRK2 inh: 0; GLD-1 TGE inh: -6; CIT2-GFP yeast: 87; AGP1-GFP MLPCN: 91

What do the screens show for `O=c1cc(N2CCC(Cc3ccccc3)CC2)[nH]c(=O)n1C1CCCCC1`?
VLA-4 inh: 4; GRK2 inh: 2; MCL1 BIM primary: -4; MEX-5 binding: 2.0; GLD-1 TGE inh: -4; Bcl-xL primary: -1; Fam108B counter: 4; CIT2-GFP yeast: 96; AGP1-GFP MLPCN: 97

Results for O=S(=O)(CCSc1ccccn1)c1nc2ccccc2s1 ?
VLA-4 inh: -8; GRK2 inh: 3; MCL1 BIM primary: 11; MEX-5 binding: -1.5; GLD-1 TGE inh: 3; Bcl-xL primary: 9; Fam108B counter: 5; CIT2-GFP yeast: 115; AGP1-GFP MLPCN: 109

Results for O=C(/C=C/c1c(F)cccc1Cl)Nc1nn[nH]n1 ?
VLA-4 inh: 11; GRK2 inh: 3; MCL1 BIM primary: -6; MEX-5 binding: -0.3; GLD-1 TGE inh: 2; Bcl-xL primary: 6; Fam108B counter: 0; CIT2-GFP yeast: 102

Results for Cc1ccc(NC(=S)N/N=C/c2cccn2Cc2ccccc2F)cc1 ?
VLA-4 inh: 6; GRK2 inh: 0; MCL1 BIM primary: 10; MEX-5 binding: 0.6; GLD-1 TGE inh: 12; Bcl-xL primary: 4; Fam108B counter: -1; CIT2-GFP yeast: 102; AGP1-GFP MLPCN: 100

What do the screens show for `Cc1ccc(C(=O)C2=C(O)C(=O)N(CCCN(C)C)C23C(=O)N(C)c2ccccc23)o1` (stereo unspecified)?
VLA-4 inh: 8; GRK2 inh: 1; MCL1 BIM primary: -1; MEX-5 binding: -0.1; GLD-1 TGE inh: -3; Bcl-xL primary: -1; Fam108B counter: 0; CIT2-GFP yeast: 117; AGP1-GFP MLPCN: 95

What do the screens show for `O=C(Nc1cccc(F)c1)c1ccc(Cn2cc([N+](=O)[O-])cn2)o1`?
VLA-4 inh: 3; GRK2 inh: 0; MCL1 BIM primary: -3; MEX-5 binding: 0.0; GLD-1 TGE inh: 9; Bcl-xL primary: 5; Fam108B counter: -1; CIT2-GFP yeast: 104; AGP1-GFP MLPCN: 94

What do the screens show for `O=[N+]([O-])c1ccc(CSc2nnc(-c3cnccn3)o2)cc1`?
VLA-4 inh: 0; GRK2 inh: 0; MCL1 BIM primary: 1; MEX-5 binding: 1.2; GLD-1 TGE inh: -2; Bcl-xL primary: 1; Fam108B counter: 5; CIT2-GFP yeast: 105; AGP1-GFP MLPCN: 99

What do the screens show for `Cc1cccc(NC(=O)CSc2nc3c(c(=O)[nH]2)CCC3)c1C`?
VLA-4 inh: 33; GRK2 inh: 1; MCL1 BIM primary: 6; MEX-5 binding: 1.1; GLD-1 TGE inh: 3; Bcl-xL primary: 2; Fam108B counter: 6; CIT2-GFP yeast: 99; AGP1-GFP MLPCN: 100

What do the screens show for `COc1ccc(NC(=O)c2cc3cc(C)ccc3n2C)c(OC)c1`?
VLA-4 inh: -3; GRK2 inh: 1; MCL1 BIM primary: -6; MEX-5 binding: 0.9; GLD-1 TGE inh: 1; Bcl-xL primary: 6; Fam108B counter: 5; CIT2-GFP yeast: 107; AGP1-GFP MLPCN: 97

What do the screens show for `CC(=O)N1CCN(CCN=CC2=C(O)CC(c3cccs3)CC2=O)CC1` (stereo unspecified)?
VLA-4 inh: 13; GRK2 inh: 0; MCL1 BIM primary: 2; MEX-5 binding: -0.2; GLD-1 TGE inh: -1; Bcl-xL primary: 3; Fam108B counter: 1; CIT2-GFP yeast: 94; AGP1-GFP MLPCN: 99

Results for Cc1ccc(-c2nnc(-c3cccnc3)o2)cc1 ?
VLA-4 inh: 7; GRK2 inh: 1; MCL1 BIM primary: 5; MEX-5 binding: 0.2; GLD-1 TGE inh: -10; Bcl-xL primary: -1; Fam108B counter: -1; CIT2-GFP yeast: 99; AGP1-GFP MLPCN: 96

Results for CN(CC(=O)Nc1ccccc1Cl)C(=O)COC(=O)CN1C(=O)NC2(CCCC2)C1=O ?
VLA-4 inh: -2; GRK2 inh: 5; MCL1 BIM primary: -5; MEX-5 binding: -1.3; GLD-1 TGE inh: -1; Bcl-xL primary: -1; Fam108B counter: 3; CIT2-GFP yeast: 117; AGP1-GFP MLPCN: 96

What do the screens show for `COc1ccc(C(=O)N2CCN(C(=O)C3COc4ccccc4O3)CC2)cc1OC` (stereo unspecified)?
VLA-4 inh: -6; GRK2 inh: 4; MCL1 BIM primary: 8; MEX-5 binding: -1.5; GLD-1 TGE inh: 4; Bcl-xL primary: 3; Fam108B counter: 4; CIT2-GFP yeast: 107; AGP1-GFP MLPCN: 119

How did CCCC(c1c(C)n(C)n(-c2ccccc2)c1=O)c1c(C)n(C)n(-c2ccccc2)c1=O do in these assays?
VLA-4 inh: -8; GRK2 inh: 5; MCL1 BIM primary: 4; MEX-5 binding: -0.9; GLD-1 TGE inh: 1; Bcl-xL primary: 7; Fam108B counter: -2; CIT2-GFP yeast: 92; AGP1-GFP MLPCN: 103

How did Clc1ccc(CSc2nnc3c(n2)[nH]c2ccccc23)cc1 do in these assays?
VLA-4 inh: 7; GRK2 inh: 0; MCL1 BIM primary: 7; MEX-5 binding: 0.5; GLD-1 TGE inh: 0; Bcl-xL primary: 6; Fam108B counter: -6; CIT2-GFP yeast: 97; AGP1-GFP MLPCN: 96

Results for CCc1cc(C(=O)NCC2CCCO2)sc1C (stereo unspecified) ?
VLA-4 inh: 21; GRK2 inh: 0; MCL1 BIM primary: -4; MEX-5 binding: -0.5; GLD-1 TGE inh: -3; Bcl-xL primary: -1; Fam108B counter: -7; CIT2-GFP yeast: 102; AGP1-GFP MLPCN: 102

How did COc1cc(NC(=S)Nc2ncccc2C)cc(OC)c1OC do in these assays?
VLA-4 inh: 1; GRK2 inh: 1; MCL1 BIM primary: 14; MEX-5 binding: 1.4; GLD-1 TGE inh: 5; Bcl-xL primary: 12; Fam108B counter: 4; CIT2-GFP yeast: 95; AGP1-GFP MLPCN: 93

Quoted from the listing, two compounds:
Results for CCc1cc(C(=O)NCC2CCCO2)sc1C (stereo unspecified) ?
VLA-4 inh: 21; GRK2 inh: 0; MCL1 BIM primary: -4; MEX-5 binding: -0.5; GLD-1 TGE inh: -3; Bcl-xL primary: -1; Fam108B counter: -7; CIT2-GFP yeast: 102; AGP1-GFP MLPCN: 102

How did COc1cc(NC(=S)Nc2ncccc2C)cc(OC)c1OC do in these assays?
VLA-4 inh: 1; GRK2 inh: 1; MCL1 BIM primary: 14; MEX-5 binding: 1.4; GLD-1 TGE inh: 5; Bcl-xL primary: 12; Fam108B counter: 4; CIT2-GFP yeast: 95; AGP1-GFP MLPCN: 93

(cont.)
How did CC(C)CC1C(C#N)=C(N)Oc2n[nH]c(-c3cccs3)c21 (stereo unspecified) do in these assays?
VLA-4 inh: -2; GRK2 inh: 0; MCL1 BIM primary: -4; MEX-5 binding: 0.0; GLD-1 TGE inh: 4; Bcl-xL primary: 3; Fam108B counter: 0; CIT2-GFP yeast: 106; AGP1-GFP MLPCN: 100

What do the screens show for `O=C(COc1ccc(Cl)cc1)N1CCN(C(=O)c2cccs2)CC1`?
VLA-4 inh: 16; GRK2 inh: 0; MCL1 BIM primary: -4; MEX-5 binding: 0.8; GLD-1 TGE inh: 7; Bcl-xL primary: 2; Fam108B counter: 3; CIT2-GFP yeast: 97; AGP1-GFP MLPCN: 100

Results for CCCc1cc(=O)n2[nH]c(C)c(-c3ccccc3)c2n1 ?
VLA-4 inh: -2; GRK2 inh: 0; MCL1 BIM primary: 7; MEX-5 binding: 1.8; GLD-1 TGE inh: 2; Bcl-xL primary: 2; Fam108B counter: 2; CIT2-GFP yeast: 97; AGP1-GFP MLPCN: 95

How did CN1CCC(N2CCCC(C(=O)O)C2)CC1 (stereo unspecified) do in these assays?
VLA-4 inh: -1; GRK2 inh: 1; MCL1 BIM primary: 0; MEX-5 binding: 1.1; GLD-1 TGE inh: 9; Bcl-xL primary: 5; Fam108B counter: -3; CIT2-GFP yeast: 98; AGP1-GFP MLPCN: 105

Results for CS(=O)(=O)N(Cc1ccco1)CC(O)Cn1cc(C=O)c2ccccc21 (stereo unspecified) ?
VLA-4 inh: -1; GRK2 inh: 0; MCL1 BIM primary: 0; GLD-1 TGE inh: 0; Bcl-xL primary: -2; Fam108B counter: 0; CIT2-GFP yeast: 101; AGP1-GFP MLPCN: 100

What do the screens show for `CC1(c2ccccc2)CC(C)(C)N(C(=O)CSc2nnc(N)s2)c2ccccc21` (stereo unspecified)?
VLA-4 inh: -10; GRK2 inh: 0; MCL1 BIM primary: 10; MEX-5 binding: 4.2; GLD-1 TGE inh: 8; Bcl-xL primary: 8; Fam108B counter: -3; CIT2-GFP yeast: 105; AGP1-GFP MLPCN: 104

Results for O=C(O)C=C1C2CC3CC(C2)CC1C3 ?
VLA-4 inh: -3; GRK2 inh: 2; MCL1 BIM primary: 3; MEX-5 binding: 3.0; GLD-1 TGE inh: -2; Bcl-xL primary: 2; Fam108B counter: -2; CIT2-GFP yeast: 86; AGP1-GFP MLPCN: 90

What do the screens show for `CC1(C)CC(=O)C(N=Nc2cc(Cl)c(Cl)c(Cl)c2)=C(O)C1`?
VLA-4 inh: 2; GRK2 inh: 2; MCL1 BIM primary: 4; MEX-5 binding: 0.8; GLD-1 TGE inh: -4; Bcl-xL primary: -1; Fam108B counter: 1; CIT2-GFP yeast: 98; AGP1-GFP MLPCN: 92

How did Cc1ccc(CNC(=O)C(C)C2Sc3ccccc3NC2=O)cc1 (stereo unspecified) do in these assays?
VLA-4 inh: -20; GRK2 inh: 1; MCL1 BIM primary: 1; MEX-5 binding: 2.0; GLD-1 TGE inh: 1; Bcl-xL primary: 4; Fam108B counter: 0; CIT2-GFP yeast: 101; AGP1-GFP MLPCN: 107

What do the screens show for `Cc1csc(SCC(=O)Nc2ccc3c(c2)OCCO3)n1`?
VLA-4 inh: 0; GRK2 inh: 4; MCL1 BIM primary: 4; MEX-5 binding: 2.9; GLD-1 TGE inh: -1; Bcl-xL primary: 9; Fam108B counter: -1; CIT2-GFP yeast: 102; AGP1-GFP MLPCN: 111

Results for Cn1nc(Oc2nc(N3CCOCC3)nc(N3CCOCC3)n2)ccc1=O ?
VLA-4 inh: 6; GRK2 inh: 4; MCL1 BIM primary: -5; MEX-5 binding: 1.3; GLD-1 TGE inh: 2; Bcl-xL primary: -3; Fam108B counter: -2; CIT2-GFP yeast: 105; AGP1-GFP MLPCN: 112

An unsorted share of the library, and some 2.2% of all compounds hit somewhere here.
